USP1 inh: Inhibitors of USP1/UAF1: Primary Screen; Ubiquitin carboxyl-terminal hydrolase 1 (Homo sapiens), O94782; recombinant USP1/UAF1, Ub-Rhodamine cleavage fluorescence; Potency, µM (series often up to 57.1 µM), for inactives: at the top dose activity change, negative = inhibition, hits mostly inhibitors; hit rate 0.23% among 390,000; AID 743255, 2014; further: on the % scale 0 is the no-effect control and ±100 the full control effect; nearly all actives have a fitted effect of over 60% in size; inactives centre near -12
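USP1/UAF1 complex (1 nM) preincubated 15 min at room temperature with compound, then Ub-Rho substrate (150 nM final) added. Kinetic fluorescence at 480/540 nm over 6 reads at 60 s intervals; 50 mM HEPES pH 7.8, 0.5 mM EDTA, 0.1 mg/ml BSA, 1 mM TCEP, 0.01% Tween-20.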
Vif-APOBEC3G blk: qHTS for Inhibitors of Vif-A3G Interactions: qHTS | DNA dC->dU-editing enzyme APOBEC-3G (Homo sapiens), Q9HC16 | HeLa A3G-eYFP + Vif (tagged APOBEC3G with the HIV-1 protein that degrades it), YFP fluorescence, overnight | Potency, µM (top dose mostly 46.1 µM), without a hit: top-dose activity, negative = active, hits mostly inhibitors | hit rate 0.076% among 410,000;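 further: on the % scale 0 is the no-effect control and ±100 the full control effect; nearly all actives have a fitted effect of over 60% in size; hits raise eYFP signal because A3G escapes Vif-driven loss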
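HeLa cells stably expressing Vif and C-terminally eYFP-tagged A3G, seeded overnight at 37 deg C, then exposed to compound by pintool overnight at 37 deg C. Rise in yellow fluorescence (Ex 488/Em 500-530, Acumen) marks blocked Vif-driven A3G degradation.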
12-LOX inh: Primary qHTS assay for inhibitors of human arachidonate 12S-lipoxygenase (ALOX12): Round 2 | Polyunsaturated fatty acid lipoxygenase ALOX12 (Homo sapiens), P18054 | purified 12hLO, xylenol orange hydroperoxide absorbance | Potency, µM (doses to about 108 µM), for the others: at the top dose activity change, negative = inhibition, most hits filed as inhibitors | hit rate 1.1% among 580,000; further: on the % scale 0 is the no-effect control and ±100 the full control effect
Target sequence (P18054 whole entry, looked up): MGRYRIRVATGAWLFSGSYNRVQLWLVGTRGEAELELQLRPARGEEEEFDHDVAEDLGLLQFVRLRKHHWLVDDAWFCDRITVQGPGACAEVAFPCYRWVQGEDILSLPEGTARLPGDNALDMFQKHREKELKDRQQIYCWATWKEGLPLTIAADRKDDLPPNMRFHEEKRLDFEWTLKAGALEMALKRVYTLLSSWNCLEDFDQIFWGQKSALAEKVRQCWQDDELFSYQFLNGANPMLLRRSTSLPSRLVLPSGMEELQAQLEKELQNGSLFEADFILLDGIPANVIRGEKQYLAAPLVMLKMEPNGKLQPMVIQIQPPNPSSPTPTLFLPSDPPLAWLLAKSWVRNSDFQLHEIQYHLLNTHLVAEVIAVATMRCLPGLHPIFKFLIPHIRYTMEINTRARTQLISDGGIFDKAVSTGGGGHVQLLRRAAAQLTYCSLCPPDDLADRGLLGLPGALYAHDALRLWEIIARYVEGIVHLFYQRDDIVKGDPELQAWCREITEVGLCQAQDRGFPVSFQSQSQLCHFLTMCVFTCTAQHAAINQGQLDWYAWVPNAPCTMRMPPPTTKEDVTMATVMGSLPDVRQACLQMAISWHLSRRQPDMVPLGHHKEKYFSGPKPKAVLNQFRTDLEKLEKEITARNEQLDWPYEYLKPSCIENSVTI
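Hydroperoxide product was detected by ferrous iron/xylenol orange as the 573 to 405 nm absorbance ratio. Arachidonic acid at 40 uM (final) was turned over for 30 min at room temperature by 150 nM human 12hLO, pH 7.0 Hepes buffer, after 15 min compound preincubation.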
RXFP1 agonist: qHTS Assay for Agonists of the Relaxin Receptor RXFP1 | HEK293T-RXFP1 cAMP TR-FRET, 30 min; response scale: percent of porcine relaxin response, buffer zero | Potency, µM (doses to about 57.5 µM), for inactives: at the highest dose activation, usual class: activators | hit rate 0.3% among 370,000; further: on the % scale 0 is the no-effect control and ±100 the full control effect; nearly all actives have a fitted effect of over 60% in size; many of its hits are not listed in these tables
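HEK293T cells stably expressing RXFP1 were pretreated with the PDE4 inhibitor Ro 20174, exposed to compounds for 30 min at 37C, lysed, and cAMP was read by TR-FRET. Data normalized to buffer (basal) and 29 nM porcine relaxin (100%).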
Vif-APOBEC3F blk: qHTS for Inhibitors of Vif-A3F Interactions: qHTS; HeLa A3F-eYFP + Vif (tagged APOBEC3F with the HIV-1 protein that degrades it), YFP fluorescence increase; Potency, µM (series often up to 46.1 µM), inactives show at the top dose activity, negative = active; hit rate 0.2% among 390,000; AID 602313, 2012; further: % of control where 0% means no effect; nearly all actives have a fitted effect of over 65% in size
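HeLa cells stably expressing A3F-eYFP plus Vif, plated and incubated overnight at 37 deg C, then exposed to compounds overnight at 37 deg C. Blocked degradation read as raised yellow fluorescence (Ex 488/Em 500-530).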
TrxR1 substrate: qHTS Assay for Substrates of Mammalian Selenoprotein Thioredoxin Reductase 1 (TrxR1): qHTS; purified TrxR1 substrate turnover, NADPH consumption readout; Potency, µM (doses to about 114 µM), for inactives: at the highest dose activity change, negative = substrate turnover; AID 588456, 2011; hit rate 0.01% among 390,000; Thioredoxin reductase 1, cytoplasmic (Rattus norvegicus), O89049; further: on the % scale 0 is the no-effect control and ±100 the full control effect; nearly all actives have a fitted effect of over 50% in size
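Rat TrxR1, dispensed at 90 nM, was prereduced with 400 uM NADPH (final) for 5 min at ~22 deg C, then incubated with compound 15 min before 400 uM selenite. A first-read NADPH fluorescence drop versus no-compound background flagged substrates.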
mIDH1 inhibitor: qHTS for Inhibitors of mutant isocitrate dehydrogenase 1 (IDH1): qHTS; Isocitrate dehydrogenase [NADP] cytoplasmic (Homo sapiens), O75874; IDH1-R132H enzyme, NADPH consumption, diaphorase/resazurin fluorescence; Potency, µM (doses to about 76.6 µM), inactives show at the highest dose activity change, negative = inhibition, hits mostly inhibitors; hit rate 0.093% among 390,000; AID 602179, 2012; further: on the % scale 0 is the no-effect control and ±100 the full control effect; nearly all actives have a fitted effect of over 65% in size
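IDH1-R132H (0.5 ug/mL) preincubated 30 min with compound, then NADPH (0.016 mM) and alpha-KG (2 mM) added; 80 min at RT, pH 7.5. Remaining NADPH coupled via diaphorase/resazurin to fluorescence (540/590 nm); concentration-response curves normalized to no-enzyme control.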
RGS4 inhibitor: Inhibitors of Regulator of G Protein Signaling (RGS) 4: qHTS. Regulator of G-protein signaling 4 (Homo sapiens), P49798. Transcreener GDP fluorescence polarization, RGS4-accelerated GTP hydrolysis. Potency, µM (top dose mostly 114 µM), without a hit: at the highest dose activity change, negative = inhibition, usual class: inhibitors. hit rate 0.039% among 390,000. AID 504845, 2011; further: on the % scale 0 is the no-effect control and ±100 the full control effect; nearly all actives have a fitted effect of over 75% in size; some results filed as inactive show a strong effect at the top dose
Target sequence (P49798 whole entry, looked up): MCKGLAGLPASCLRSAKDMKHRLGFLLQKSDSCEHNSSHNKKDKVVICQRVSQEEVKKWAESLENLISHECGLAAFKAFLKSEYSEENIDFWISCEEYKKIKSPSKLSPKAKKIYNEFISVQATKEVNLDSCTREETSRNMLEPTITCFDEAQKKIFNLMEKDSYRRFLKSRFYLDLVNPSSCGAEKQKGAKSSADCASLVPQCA
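MLSMR compounds (23 nl, pin-transferred) preincubated 10 min at room temperature with a 500nM (2x) first reagent, then RGS4 at 900nM (2x) plus Transcreener GDP mix added; fluorescence polarization (620/688 nm) read before and after 90 min at 30 °C.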
rTrxR1 inhibitor: qHTS Assay for Inhibitors of Mammalian Selenoprotein Thioredoxin Reductase 1 (TrxR1): qHTS | AID 588453, 2011 | Potency, µM (highest dose often 114 µM), for inactives: top-dose activity change, negative = inhibition, most hits filed as inhibitors | recombinant rTrxR1, NADPH fluorescence consumption, selenite substrate | hit rate 1% among 390,000 | Thioredoxin reductase 1, cytoplasmic (Rattus norvegicus), O89049; further: on the % scale 0 is the no-effect control and ±100 the full control effect; nearly all actives have a fitted effect of over 65% in size
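Rat TrxR1 (90 nM in the dispensed reagent) was pre-reduced with 400 uM NADPH for 5 min at room temperature, then incubated with compound for 15 min. After 400 uM selenite was added, NADPH fluorescence (Ex 340/Em 450 nm) was followed for 8 min.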
The depositor's hits bear a star; u = inconclusive; x = not tested or not shown; [ ] = remark or other dose. The call rests on the fitted dose curve; in most records, active means well fitted curve in the direction sought with a large enough effect; inconclusive means small, poorly fitted or top-dose-only effect, or another doubt; inactive means no such curve, though single readings can be large; an effect the other way counts as inactive or inconclusive. Potency means the concentration at half of the fitted maximal effect. An excerpt. The share of hits here may be higher or lower than overall.

SMILES	USP1 inh	Vif-APOBEC3G blk	12-LOX inh	RXFP1 agonist	Vif-APOBEC3F blk	TrxR1 substrate	mIDH1 inhibitor	RGS4 inhibitor	rTrxR1 inhibitor
COc1ccccc1NC(=O)C1C2C=CC(C2)C1C(=O)NCc1cccnc1 (stereo not drawn)	-8%	0%	0%	2.5%	-2%	-2%	1%	7%	16%
COc1cccc(C(=O)NCCSc2ccc(F)cc2)c1	-18%	0%	-4%	-0.2%	-4%	6%[57.1 µM]	5%	u	20%[57.1 µM]
COc1ccccc1N1CCN(c2nc3ccccc3n3cnnc23)CC1	-28%	0%	-21%	3.7%	-3%	22%	13%	-7%	24%
COc1cccc(CNC(=O)c2cc3c(C)nc4ccccc4c3o2)c1	-22%	0%	-18%	-1.6%	0%	2%[57.1 µM]	10%	-3%	5%[57.1 µM]
COc1cccc(C(=O)NCC(=O)N/N=C/c2ccc(OC(=O)c3cccs3)c(OC)c2)c1	-7%	-4%	-24%	-1.4%	-6%	-3%	2%	-10%	4%
COc1ccc(C(=O)Nc2ccc3oc(-c4ccc(F)cc4Cl)nc3c2)cc1	-22%	-1%	-7%	4.3%	7%	14%[57.1 µM]	21%	0%	25%[57.1 µM]
COC(=O)CCCNC(=O)OCc1ccc([N+](=O)[O-])cc1	-3%	-1%	467%[activator]	0.7%	1%	10%	2%	-18%	13%
O=C(Cc1ccccc1)NCC(=O)N1CCCCCC1	-16%	2%	-29%	4.1%	-21%	5%	3%	-36%	11%
COC(=O)CC1(C(=O)OC)Oc2ccc(Br)cc2C(=O)N1c1ccc(Br)cc1Cl (stereo not drawn)	-14%	-23%	10%	-0.3%	u	0%[57.1 µM]	3%	8%	-1%[57.1 µM]
CN(C)CCn1c(=N)n(CC(O)c2ccc(Cl)c(Cl)c2)c2ccccc21 (stereo not drawn)	-7%	0%	0%	3.3%	-3%	1%	18%	17%	5%
CN(c1ccc(OCC(=O)Nc2ccccc2C(=O)O)cc1)S(=O)(=O)c1ccc(Cl)cc1	-20%	0%	-18%	x	-2%	5%	1%	1%	10%
CCOc1ccc(N(CC(=O)N/N=C(\C)c2cccc(NC(C)=O)c2)S(=O)(=O)c2ccccc2)cc1	-15%	-10%	0%	-0.1%	13%	-2%	-16%	-12%	20%
Cc1cccc(NC(=O)Cc2nnc(NC(=O)Nc3ccccc3F)s2)c1	-20%	-1%	-4%	0.9%	-8%	4%	-4%	-10%	31%
COc1ccc(C(=O)Nc2c(N)nc(SCC(=O)Nc3ccc(NC(C)=O)cc3)[nH]c2=O)cc1OC	-19%	3%	11%	0.9%	0%	5%	5%	-39%	10%
C=CCCC(=O)Nc1nc(C)c(-c2csc(Nc3ccccc3OC)n2)s1	-19%	-22%	-25%	2.9%	3%	2%[57.1 µM]	0%	-18%	0%[57.1 µM]
O=C(NCc1nc2ccccc2[nH]1)C1=C[C@H](c2ccc3c(c2)OCO3)C[C@H](OCc2ccc(CO)cc2)O1	-3%	-3%	-3%	-0.3%	-10%	-1%	-5%	9%	26%
O=C1CCC(C(=O)N2CCCC2)CN1Cc1cccc(C(F)(F)F)c1 (stereo not drawn)	-15%	-5%	0%	0.6%	-1%	-4%	0%	12%	-3%
O=[N+]([O-])c1ccc(N2CCOCC2)cc1	-21%	0%	u	x	5%	-7%	6%	-1%	8%[57.1 µM]
CN1CCN(NC(=O)c2ccc(Cl)s2)CC1	-7%	0%	0%	1.8%	5%	-10%	5%	20%	0%[57.1 µM]
N#Cc1c(N)nc2c3c(sc(=N)c2c1N)NC(=O)CC3c1ccccc1 (stereo not drawn)	-27%	-12%	0%	28µM*	-2%	12%[57.1 µM]	-12%	-2%[11.4 µM]	11%[57.1 µM]
CCCCOc1ccccc1N1CCN(CCCN2C(=O)C3CCCN3C2=O)CC1 (stereo not drawn)	-22%	-1%	u	-0.3%	0%	-5%	-3%	8%	-2%
Cc1ccc(C(=O)Oc2ccc(-c3nccc(-c4ccccn4)n3)cc2)cc1	-9%	-3%	0%	-0.6%	1%	4%	7%	0%	11%[57.1 µM]
Cc1cc(C)c(NC(=O)COc2ccc(-n3cnnn3)cc2)c(C)c1	-16%	2%	8%	3.2%	-2%	-1%	9%	-22%	4%
O=C(Nc1ccc(N2CCN(C(=O)c3ccco3)CC2)cc1)c1ccccc1	-3%	-3%	20%	-0.7%	1%	-2%[57.1 µM]	-1%	-43%	14%[57.1 µM]
Cc1cc(C(=O)Cn2cc([N+](=O)[O-])ccc2=O)c(C)n1CC1CCCO1 (stereo not drawn)	-15%	6%	-2%	0.2%	-4%	-7%	-2%	-6%	-7%
CCCCc1ccc(NC(=O)CSc2nnc(C)c(=O)n2N)cc1	-21%	-5%	15%	0.7%	2%	-2%	8%	-7%	27%
COC(=O)c1ccccc1NC(=O)c1ccc(-c2nc(CSc3ccc(C)cc3)c(C)o2)cc1	9%	3%	u	1.0%	2%	6%	56%[activator]	-9%	4%
COc1ccc(NC(=O)Cc2csc(C)n2)cc1	15%	-2%	-1%	1.1%	-1%	14%	6%	-12%	16%
CCOC(=O)C(CC)Sc1ccc2nnc(CCNS(=O)(=O)c3ccc(C)cc3)n2n1 (stereo not drawn)	-15%	-1%	0%	7.2%	12%	4%	14%	-2%	11%
CS(=O)(=O)c1cccc(-c2nnc(NC(=O)c3ccc(S(=O)(=O)N4CCCC4)cc3)o2)c1	-17%	-2%	1%	0.4%	1%	-9%	-3%	-8%	1%
CC(=O)Nc1c(C)ccc2nsnc12	1%	-1%	-11%	0.4%	2%	-6%	7%	17%	-8%
CCc1nnc(NC(=O)c2ccc(S(=O)(=O)N(CC)Cc3ccccc3)cc2)o1	1%	4%	0%	1.5%	5%	6%[57.1 µM]	0%	-9%[11.4 µM]	-6%
COc1ccc(S(=O)(=O)NCCSCc2ccco2)cc1OC	12%	0%	-8%[57.4 µM]	2.9%	-4%	8%	-3%	-35%	u
Cc1ccc(C(=O)COC(=O)c2cc(Cl)ccc2O)cc1[N+](=O)[O-]	-13%	3%	185%[activator]	0.4%	3%	-6%	2%	6%	0%
O=C(c1cc2c(Cl)nc3ccccc3c2s1)N1CCCCC1	-24%	-3%	-14%	0.0%	-4%	4%	3%	11%	15%
O=C(OCc1cn([C@@H]2CN(Cc3cccs3)[C@@H](c3ccccc3)C[C@H]2O)nn1)c1ccccc1	-29%	1%	-14%	x	-4%	x	-1%	x	x
COc1cc(NC(=O)Nc2ccc3c(c2)OCO3)cc(OC)c1OC	-8%	1%	0%	0.0%	7%	7%[57.1 µM]	10%	-10%	6%[57.1 µM]
Cc1cc2cccc(C)c2nc1SCC(=O)NC1CCCCC1	-14%	1%	2%	11%	-1%	1%[57.1 µM]	-1%	6%	2%[57.1 µM]
Cc1cc(C(=O)Nc2ccccc2)oc(=O)c1	-17%	-4%	0%	-3.4%	2%	-6%	7%	-22%	9%[11.4 µM]
Cc1onc(-c2ccccc2Cl)c1C(=O)NCCN1CCOCC1	-6%	-2%	9%	-0.9%	2%	10%[57.1 µM]	1%	-32%	20%[57.1 µM]
COc1ccc(CCNC(=O)c2ccc(Br)cc2)cc1	-21%	-7%	260%[activator]	-2.3%	-3%	1%	-7%	-5%	15%
Cc1ccc(Oc2c(C)nc(-c3ccccc3)[nH]c2=O)cc1	-3%	-1%	u	0.3%	11%	-6%	2%	-17%	13%[57.1 µM]
Cc1nc(C)c(C(=O)N2CCCC(C(=O)c3ccc(Cl)cc3C)C2)s1 (stereo not drawn)	-21%	4%	-29%	2.1%	0%	6%	-3%	-3%	18%
COc1ccc(C(NC(=O)c2cccnc2)c2cc(Cl)c3cccnc3c2O)cc1OC (stereo not drawn)	-18%	-12%	-16%	1.1%	-3%	-7%	-14%	-15%	3%
CCCN1CCN(c2ccc([N+](=O)[O-])cc2C#N)CC1	-22%	-1%	-4%	1.1%	-20%	-11%	0%	21%	-2%
CCCn1c2ccccc2c2cnn(CC(=O)Nc3cc(C)c(Cl)cc3OC)c(=O)c21	-27%	8%	-17%	-0.1%	-4%	6%	2%	14%	27%
